TcdB inh: TcdB glycohydrolase inhibition; P18177; TcdB glycohydrolase enzymatic assay, plate reader; inhibition, % at 9.99 µM; 350,000 tested, 0.24% active; AID 652162; in the data active = inhibition above about 10%
Target sequence (P18177 whole entry, looked up): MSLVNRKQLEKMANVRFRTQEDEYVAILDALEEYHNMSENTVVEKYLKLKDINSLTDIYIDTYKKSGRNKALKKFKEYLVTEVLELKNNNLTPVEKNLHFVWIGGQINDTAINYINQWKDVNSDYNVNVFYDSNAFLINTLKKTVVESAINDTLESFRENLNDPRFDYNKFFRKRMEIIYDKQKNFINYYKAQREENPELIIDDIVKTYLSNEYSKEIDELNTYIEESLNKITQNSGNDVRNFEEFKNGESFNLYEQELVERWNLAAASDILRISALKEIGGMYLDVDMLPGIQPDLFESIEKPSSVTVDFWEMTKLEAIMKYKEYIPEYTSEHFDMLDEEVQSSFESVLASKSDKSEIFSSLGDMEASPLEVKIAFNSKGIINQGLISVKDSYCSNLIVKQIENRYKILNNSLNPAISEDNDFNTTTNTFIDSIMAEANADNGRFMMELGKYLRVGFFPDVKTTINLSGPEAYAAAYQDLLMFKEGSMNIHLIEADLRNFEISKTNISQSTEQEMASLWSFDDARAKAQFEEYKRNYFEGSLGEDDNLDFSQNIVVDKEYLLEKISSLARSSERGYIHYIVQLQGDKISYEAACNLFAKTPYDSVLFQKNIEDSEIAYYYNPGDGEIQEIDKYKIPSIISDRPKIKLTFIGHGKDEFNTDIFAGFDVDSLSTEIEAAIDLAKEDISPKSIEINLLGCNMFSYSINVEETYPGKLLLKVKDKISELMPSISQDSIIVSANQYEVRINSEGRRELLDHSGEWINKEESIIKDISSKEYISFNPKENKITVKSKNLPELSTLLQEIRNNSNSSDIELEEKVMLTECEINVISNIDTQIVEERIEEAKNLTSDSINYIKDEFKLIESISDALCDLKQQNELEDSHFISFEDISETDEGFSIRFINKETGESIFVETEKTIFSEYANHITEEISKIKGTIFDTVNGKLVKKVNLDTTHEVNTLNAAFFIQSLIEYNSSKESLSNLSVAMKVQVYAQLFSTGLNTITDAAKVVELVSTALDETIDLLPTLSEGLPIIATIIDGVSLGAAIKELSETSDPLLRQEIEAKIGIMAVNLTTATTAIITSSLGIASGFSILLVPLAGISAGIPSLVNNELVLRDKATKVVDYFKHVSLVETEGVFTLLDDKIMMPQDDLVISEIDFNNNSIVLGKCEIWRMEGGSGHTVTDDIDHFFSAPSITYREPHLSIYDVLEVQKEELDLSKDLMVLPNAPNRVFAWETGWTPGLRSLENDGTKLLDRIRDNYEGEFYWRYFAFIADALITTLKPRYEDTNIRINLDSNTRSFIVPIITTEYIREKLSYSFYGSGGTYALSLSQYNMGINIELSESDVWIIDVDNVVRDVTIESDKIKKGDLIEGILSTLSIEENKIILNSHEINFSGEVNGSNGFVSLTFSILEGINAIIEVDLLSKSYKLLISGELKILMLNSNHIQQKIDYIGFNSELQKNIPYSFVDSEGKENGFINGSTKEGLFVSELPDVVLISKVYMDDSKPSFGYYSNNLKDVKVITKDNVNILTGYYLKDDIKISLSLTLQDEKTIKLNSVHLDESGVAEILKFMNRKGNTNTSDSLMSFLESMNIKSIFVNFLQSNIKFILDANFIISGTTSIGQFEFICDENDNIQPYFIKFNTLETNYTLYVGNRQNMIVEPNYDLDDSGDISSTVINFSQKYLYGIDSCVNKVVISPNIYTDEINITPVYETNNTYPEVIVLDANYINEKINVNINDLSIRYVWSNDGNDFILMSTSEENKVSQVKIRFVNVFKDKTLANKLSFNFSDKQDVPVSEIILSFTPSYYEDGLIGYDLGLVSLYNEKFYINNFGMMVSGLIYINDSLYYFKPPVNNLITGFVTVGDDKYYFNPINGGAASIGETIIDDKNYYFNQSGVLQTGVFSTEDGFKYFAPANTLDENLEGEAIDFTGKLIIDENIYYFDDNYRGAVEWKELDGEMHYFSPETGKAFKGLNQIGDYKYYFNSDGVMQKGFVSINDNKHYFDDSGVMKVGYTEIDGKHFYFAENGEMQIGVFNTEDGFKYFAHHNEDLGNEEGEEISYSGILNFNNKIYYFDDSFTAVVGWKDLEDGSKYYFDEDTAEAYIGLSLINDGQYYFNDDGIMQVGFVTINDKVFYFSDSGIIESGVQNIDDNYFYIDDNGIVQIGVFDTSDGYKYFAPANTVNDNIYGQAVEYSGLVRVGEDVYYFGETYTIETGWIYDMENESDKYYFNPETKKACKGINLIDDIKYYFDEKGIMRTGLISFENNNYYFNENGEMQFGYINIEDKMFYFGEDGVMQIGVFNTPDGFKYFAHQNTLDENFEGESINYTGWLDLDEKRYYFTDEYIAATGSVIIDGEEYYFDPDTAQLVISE
* hit, by the source's call. Only part of the results is shown; the hit share may differ from the screen's.

SMILES	TcdB inh
COc1ccc(C#Cc2ccc([C@H]3[C@@H](CO)N4C(=O)CN(C(=O)c5ccncc5)C[C@@H]34)cc2)cc1	-0.5
COc1ccc(NC(=O)N(C)C[C@H]2Oc3ccc(NS(=O)(=O)c4ccc(OC)cc4)cc3CC(=O)N([C@@H](C)CO)C[C@@H]2C)cc1	0.8
O=C(c1ccccn1)N1CC2(C1)[C@H](c1ccccc1)[C@@H](CO)N2C(=O)C1CCCCC1	1.2
C[C@@H]1CN([C@@H](C)CO)C(=O)c2c(c3ccccc3n2C)-c2ccccc2CO[C@@H]1CN(C)C(=O)Nc1ccccc1C(F)(F)F	-0.3
CO[C@H]1CN(C)C(=O)c2cc(NS(=O)(=O)c3ccc(C)cc3)ccc2OC[C@H](C)NC[C@H]1C	-1.5
CC(C)NC(=O)Nc1cccc2c1O[C@@H](CN(C)C(=O)Nc1cccc3ccccc13)[C@@H](C)CN([C@H](C)CO)C2=O	1.0
C[C@@H]1CN([C@H](C)CO)C(=O)c2cc(-c3ccccc3F)cnc2O[C@H]1CN(C)C(=O)CN(C)C	-2.3
CN1c2ccc(Br)cc2[C@@H]2[C@@H](CCN2S(=O)(=O)c2ccc(F)cc2)[C@H]1CO	-0.9
O=C(C[C@@H]1CC[C@H]2[C@@H](COC[C@@H](O)CN2C(=O)Cc2ccccc2)O1)NC1CCCC1	0.2
C[C@H](CO)N1C[C@H](C)[C@@H](CN(C)S(=O)(=O)c2cn(C)cn2)Oc2c(NC(=O)c3ccc(-c4nccs4)cc3)cccc2C1=O	1.0
COc1cccc(CNC(=O)C[C@@H]2C=C[C@H](NS(=O)(=O)c3ccccc3OC)[C@@H](CO)O2)c1	0.9
C[C@@H]1CN([C@H](C)CO)C(=O)c2cccc(NC(=O)C3CCCCC3)c2O[C@H]1CN(C)C(=O)Nc1ccc(F)cc1	0.2
C[C@H](CO)N1C[C@H](C)[C@@H](CN(C)C(=O)Nc2ccc3c(c2)OCO3)OCCCC[C@H](C)Oc2ccc(NC(=O)C3CCCCC3)cc2C1=O	0.4
O=C(C[C@@H]1CC[C@H]2[C@@H](COC[C@H](O)CN2Cc2cccc(F)c2)O1)NCCc1ccncc1	-0.1
CC(=O)N1[C@@H](CO)[C@@H](c2ccccc2)C12CN(C(=O)c1ccccc1)C2	1.4
C[C@H](CO)N1C[C@H](C)[C@@H](CN(C)C(=O)N[C@H](C)c2ccccc2)OCc2ccccc2-c2c(n(C)c3ccccc23)C1=O	-0.8
C[C@@H]1CN([C@H](C)CO)C(=O)c2cc(NC(=O)CCCCCC(=O)Nc3ccccc3N)ccc2O[C@@H]1CN(C)Cc1ccc(Cl)c(Cl)c1	-0.1
CC(=O)N(C)C[C@H]1Oc2ncc(C#Cc3ccncc3)cc2C(=O)N([C@@H](C)CO)C[C@@H]1C	-1.2
C[C@@H]1CN([C@H](C)CO)C(=O)Cc2cc(NC(=O)Nc3cccc4ccccc34)ccc2O[C@@H]1CN(C)Cc1ccc(-c2ccccc2)cc1	-1.5
COc1ccccc1NC(=O)N[C@H]1C=C[C@H](CC(=O)N[C@@H](C)c2ccccc2)O[C@H]1CO	0.7

Overlap with the part before: 2 entries; new compounds follow.
SMILES	TcdB inh
C[C@@H]1CN([C@H](C)CO)C(=O)Cc2cc(NC(=O)Nc3cccc4ccccc34)ccc2O[C@@H]1CN(C)Cc1ccc(-c2ccccc2)cc1	-1.5
COc1ccccc1NC(=O)N[C@H]1C=C[C@H](CC(=O)N[C@@H](C)c2ccccc2)O[C@H]1CO	0.7
C[C@@H]1CN([C@@H](C)CO)C(=O)c2cccc(NC(=O)C3CCCCC3)c2O[C@H]1CN(C)Cc1ccc(C(=O)Nc2ccccc2N)cc1	0.4
CC(=O)N[C@H]1CC[C@H](CCNC(=O)C2CCCCC2)O[C@H]1CO	-7.5
C[C@@H]1CN([C@H](C)CO)C(=O)c2cc(NC(=O)NC3CCCCC3)ccc2O[C@@H]1CN(C)S(=O)(=O)c1ccc(Cl)cc1	-0.3
CN1C(=O)c2cc(NC(=O)C3CCOCC3)ccc2OC[C@@H]2O[C@H](CC(=O)O)CC[C@H]21	-1.3
CC(C)c1cn(CC[C@@H]2CC[C@H](NS(=O)(=O)Cc3ccccc3)[C@H](CO)O2)nn1	-2.9
C[C@@H]1CN([C@@H](C)CO)C(=O)Cc2cc(NS(=O)(=O)c3cn(C)cn3)ccc2O[C@H]1CN(C)Cc1ccc(-c2ccccc2)cc1	-1.2
CO[C@H]1CN(C)C(=O)c2ccc(NC(=O)C3CC3)cc2OC[C@@H](C)N(CCC(F)(F)F)C[C@@H]1C	-1.3
CCCC(=O)Nc1ccc2c(c1)C(=O)N(C)C[C@H](OC)[C@H](C)CN(C(=O)c1ccncc1)[C@H](C)CO2	0.0
CC(C)CC#Cc1ccc2c(c1)O[C@@H](CN(C)Cc1ccccc1F)[C@H](C)CN([C@H](C)CO)S2(=O)=O	-1.5
C[C@@H]1CCCCO[C@@H](CN(C)C(=O)C2CCCCC2)[C@H](C)CN([C@H](C)CO)C(=O)c2cc(NC(=O)CCC(F)(F)F)ccc2O1	0.3
C[C@H](CO)N1C[C@H](C)[C@H](CN(C)S(=O)(=O)c2ccc(F)cc2)Oc2ccc(N(C)C)cc2CC1=O	-3.7
O=C(C[C@H]1CC[C@@H](NS(=O)(=O)c2ccccc2)[C@@H](CO)O1)NCc1ccccc1F	-1.4
O=C(Nc1ccc(Cl)cc1)N1C[C@H]2[C@@H](c3ccccc31)[C@@H](CO)N2C(=O)c1cccnc1	0.2
COCc1cn(CC[C@@H]2CC[C@@H](NC(=O)Nc3ccc(F)cc3)[C@H](CO)O2)nn1	0.0
C[C@@H]1CN([C@H](C)CO)C(=O)c2cc(C#CC3CC3)cnc2O[C@@H]1CN(C)C(=O)c1ccccc1	-0.2
CN(C)CC#Cc1ccc([C@@H]2[C@H]3CN(C(=O)CN(C)C)CCCCN3[C@H]2CO)cc1	2.4
CCC(=O)N1CC(=O)N2[C@H](CO)[C@@H](c3ccc(C#Cc4cccnc4)cc3)[C@@H]2C1	-0.4
N#C[C@@H]1[C@@H](c2ccccc2-c2ccc(F)cc2)[C@H](CO)N1C(=O)NC1CCCCC1	1.1
C[C@H](CO)N1C[C@H](C)[C@H](CN(C)C(=O)c2ccncc2)Oc2ncc(C#C[C@@H](C)O)cc2C1=O	0.4
C[C@@H]1CN([C@H](C)CO)C(=O)c2cccc(NC(=O)c3cnccn3)c2O[C@@H]1CN(C)C	-2.0
O=C(C[C@H]1CC[C@@H]2[C@H](COC[C@@H](O)CN2Cc2cccc(C(F)(F)F)c2)O1)NCc1ccc(F)cc1	2.1
C[C@@H]1CCCCO[C@@H](CN(C)Cc2ccncc2)[C@@H](C)CN([C@@H](C)CO)C(=O)c2cc(NS(=O)(=O)c3ccc(F)cc3)ccc2O1	0.3
COCCN(C[C@H]1[C@H](c2ccccc2)[C@@H](CO)N1C(=O)C1CC1)C(C)=O	-0.9
COC(=O)C1=C(C)N(Cc2cccc(C(F)(F)F)c2)C(=NCC2CC2)NC1c1ccc(F)cc1 (configuration not stated)	-0.4
C[C@H](CO)N1C[C@H](C)[C@@H](CN(C)C(=O)Nc2ccccc2)Oc2ccc(NC(=O)Nc3cccc4ccccc34)cc2C1=O	0.4
O=C(N[C@H]1c2ccccc2C[C@H]1O)C1=C[C@H](c2coc3ccccc3c2=O)C[C@H](OCCCCO)O1	-0.5
COc1ccc(NC(=O)Nc2ccc3c(c2)C(=O)N([C@H](C)CO)C[C@@H](C)[C@H](CN(C)Cc2ccc(Cl)c(Cl)c2)OCCCC[C@H](C)O3)cc1	0.8
CC(=O)N(C)C[C@H]1Oc2ncc(-c3ccc(F)cc3)cc2C(=O)N([C@@H](C)CO)C[C@@H]1C	0.7
Cc1ccc(S(=O)(=O)Nc2ccc3c(c2)C(=O)N([C@H](C)CO)C[C@H](C)[C@@H](CN(C)C)O3)cc1	0.2
C[C@H](CO)N1C[C@H](C)[C@H](CN(C)C(=O)c2ccc3c(c2)OCO3)Oc2ncc(C3=CCCCC3)cc2C1=O	1.1
COc1ccc(NC(=O)Nc2ccc3c(c2)C(=O)N([C@@H](C)CO)C[C@H](C)[C@H](CN(C)Cc2ccc(C(F)(F)F)cc2)OCCCC[C@H](C)O3)cc1	-0.6
O=C(c1ccncc1)N1CC(=O)N2[C@H](C1)[C@H](c1ccc(-c3ccccc3F)cc1)[C@@H]2CO	0.0
CNC[C@@H]1OCCCC[C@@H](C)Oc2ccc(NC(=O)NC3CCCCC3)cc2C(=O)N([C@H](C)CO)C[C@H]1C	0.2
Cc1ccc(S(=O)(=O)Nc2ccc3c(c2)CC(=O)N([C@H](C)CO)C[C@H](C)[C@@H](CN(C)CC2CC2)O3)cc1	0.7
COc1cccc(NC(=O)Nc2ccc3c(c2)C(=O)N(C)C[C@@H](OC)[C@H](C)CN(CC2CC2)[C@@H](C)CO3)c1	0.4
Cc1noc(C)c1NC(=O)N(C)C[C@@H]1Oc2ccc(NC(=O)Cc3cn(C)c4ccccc34)cc2C(=O)N([C@H](C)CO)C[C@@H]1C	-3.2
COc1ccc(NC(=O)Nc2ccc3c(c2)CC(=O)N([C@H](C)CO)C[C@H](C)[C@@H](CN(C)S(=O)(=O)c2ccc(Cl)cc2)O3)cc1	-0.2
CCS(=O)(=O)N1CC2(C1)[C@H](c1ccccc1)[C@@H](CO)N2Cc1ccccn1	-0.8
CC(C)CC#Cc1cnc2c(c1)C(=O)N([C@H](C)CO)C[C@H](C)[C@@H](CN(C)C(=O)Nc1ccccc1F)O2	0.5
C[C@H](CO)N1C[C@H](C)[C@@H](CN(C)CC2CCCC2)Oc2ncc(-c3cccc(F)c3)cc2C1=O	-0.3

In a second layout: six of the compounds above
Compound | TcdB inh
O=C(C[C@H]1CC[C@@H]2[C@H](COC[C@@H](O)CN2Cc2cccc(C(F)(F)F)c2)O1)NCc1ccc(F)cc1 | 2.1
COc1cccc(NC(=O)Nc2ccc3c(c2)C(=O)N(C)C[C@@H](OC)[C@H](C)CN(CC2CC2)[C@@H](C)CO3)c1 | 0.4
C[C@H](CO)N1C[C@H](C)[C@H](CN(C)C(=O)c2ccc3c(c2)OCO3)Oc2ncc(C3=CCCCC3)cc2C1=O | 1.1
CC(C)CC#Cc1cnc2c(c1)C(=O)N([C@H](C)CO)C[C@H](C)[C@@H](CN(C)C(=O)Nc1ccccc1F)O2 | 0.5
CNC[C@@H]1OCCCC[C@@H](C)Oc2ccc(NC(=O)NC3CCCCC3)cc2C(=O)N([C@H](C)CO)C[C@H]1C | 0.2
C[C@H](CO)N1C[C@H](C)[C@@H](CN(C)C(=O)Nc2ccccc2)Oc2ccc(NC(=O)Nc3cccc4ccccc34)cc2C1=O | 0.4

Carrying on.
SMILES	TcdB inh
COc1cc2c(cc1OC)CN(C(=O)[C@@H]1[C@H]3C(=O)O[C@H](c4ccccc4)[C@H](c4ccccc4)N3[C@H](c3ccc(O)cc3)[C@@]13C(=O)Nc1ccccc13)CC2	-0.3
C[C@H]1CN([C@@H](C)CO)S(=O)(=O)c2ccc(C3=CCCCC3)cc2O[C@H]1CN(C)Cc1ccccn1	0.5
COc1ccc2c3c(n(C)c2c1)[C@H](CO)N(C(=O)Nc1ccc(F)cc1)CC31CN(Cc2ccccc2F)C1	0.7
COc1ccc2c3c(n(C)c2c1)[C@@H](CO)N(C(=O)NC1CCCCC1)CC31CCN(C)CC1	1.8
C[C@H](O)[C@@H]1C(=O)N2CCc3c([nH]c4c(-c5ccc6c(c5)OCO6)cccc34)[C@@H]2C[C@@H]1N(C)C(=O)NC1CCCCC1	1.8
COc1ccc(S(=O)(=O)Nc2ccc3c(c2)C(=O)N([C@@H](C)CO)C[C@H](C)[C@H](CN(C)C(=O)Cc2ccccc2)OCCCC[C@H](C)O3)cc1	0.7
C[C@@H]1CN([C@@H](C)CO)C(=O)c2cc(NS(=O)(=O)c3ccc(Cl)cc3)ccc2O[C@@H]1CN(C)S(=O)(=O)c1ccc(Cl)cc1	-0.1
C[C@H]1CN([C@@H](C)CO)C(=O)Cc2cc(NC(=O)CCCN(C)C)ccc2O[C@@H]1CN(C)CC1CCCCC1	-0.3
CN(C)C(=O)C[C@H]1C[C@@H]2c3cc(NC(=O)C4CCOCC4)ccc3O[C@@H]2[C@@H](CO)O1	-0.9
COC(=O)C1=C(C)N(Cc2cccc(C(F)(F)F)c2)C(=NCc2ccc3c(c2)OCO3)NC1c1ccc(Cl)cc1 (configuration not stated)	1.6
O=C(NC1CCCCC1)N1CC(=O)N2[C@@H](CO)[C@H](c3ccc(-c4cccnc4)cc3)[C@@H]2C1	-6.2
OC[C@@H]1[C@H](c2ccc(-c3ccc(F)cc3)cc2)[C@H]2CN(CCC(F)(F)F)CCCCN12	-0.6
CC(C)CN(C[C@H]1N[C@H](CO)[C@@H]1c1ccccc1)C(=O)C1CCCC1	1.4
CCCNC(=O)C[C@H]1CC[C@H]2[C@H](COc3ccc(NC(=O)NCC)cc3C(=O)N2C)O1	0.0
Cc1noc(C)c1S(=O)(=O)Nc1ccc2c(c1)C(=O)N([C@@H](C)CO)C[C@@H](C)[C@@H](CN(C)S(=O)(=O)c1ccc(F)cc1)O2	0.9
C[C@H](CO)N1C[C@H](C)[C@@H](CN(C)Cc2ccc(C(F)(F)F)cc2)Oc2ccc(NS(=O)(=O)c3cn(C)cn3)cc2C1=O	1.3
CCc1c(-c2cccc(OC)c2)ncn1Cc1cccc(-c2ccccc2)c1	0.9
O=C(C[C@H]1CC[C@@H](NC(=O)Nc2cc(F)ccc2F)[C@@H](CO)O1)Nc1ccc(-c2ccccc2)cc1	-2.2
C[C@H](CO)N1C[C@H](C)[C@H](CN(C)C(=O)Nc2cccc3ccccc23)Oc2ccc(NS(C)(=O)=O)cc2CC1=O	0.0
COc1ccc(S(=O)(=O)N(C)C[C@H]2Oc3c(NC(=O)C4CC4)cccc3C(=O)N([C@@H](C)CO)C[C@@H]2C)cc1	-0.3
C[C@H]1CN([C@@H](C)CO)C(=O)c2cccc(NS(=O)(=O)c3ccccc3)c2O[C@@H]1CN(C)CC1CCCCC1	0.2

Assay outcomes from PubChem BioAssay.
